All columns: NCI-60 one-dose screen, growth in % after 48 h at 10 µM unless noted; 100 = growth as untreated, 0 = no growth, -100 = all killed.
NCI-H522 = NCI-H522 lung cancer; 78,000 compounds, 8% hits; AID 1794739
NCI-H460 = NCI-H460 lung cancer; AID 1794736; 82,000 compounds, 6.8% hits
IGROV1 = IGROV1 ovarian cancer | 79,000 compounds, 4.7% hits | AID 1794786
COLO 205 = COLO 205 colon cancer | AID 1794742 | 79,000 compounds, 7.3% hits
KM12 = KM12 colon cancer cells; AID 1794800; 82,000 compounds, 5% hits
NCI/ADR-RES = NCI/ADR-RES ovarian cells. AID 1794790. 81,000 compounds, 4.4% hits
NCI-H23 = NCI-H23 lung cancer. 80,000 compounds, 4% hits
NCI-H322M = NCI-H322M lung cancer. 80,000 compounds, 2.7% hits. AID 1794733
NCI-H226 = NCI-H226 lung cancer. 79,000 compounds, 3.5% hits. AID 1794732
* marks the source's active call; other numbers are inactive results; & = joins results of further samples. Rule for the calls: active = growth percent below 10; inactive = the rest.

O=C1NC(=O)/C(=C/c2ccccc2)N1 was read as NCI-H522 103, NCI-H460 110, IGROV1 102, COLO 205 107, KM12 105, NCI/ADR-RES 106, NCI-H23 108, NCI-H322M 116 and NCI-H226 95.
Nc1nc(N)c(N=Nc2ccc(S(=O)(=O)Nc3ccccn3)cc2)c(=O)[nH]1 was read as NCI-H522 107, NCI-H460 110, IGROV1 91, COLO 205 103, KM12 107, NCI/ADR-RES 104, NCI-H23 99, NCI-H322M 105 and NCI-H226 100.
`O=C(/C=C/c1cccs1)Nc1ncc(Cc2ccccc2F)s1` gave NCI-H522 6.2*, NCI-H460 13, IGROV1 35, COLO 205 4.7*, KM12 17, NCI/ADR-RES 12, NCI-H23 47, NCI-H322M 38 and NCI-H226 58.
`CCCCNC(=O)Oc1cccc2ccccc12` gave NCI-H522 97, NCI-H460 101, IGROV1 100, COLO 205 112, KM12 94, NCI/ADR-RES 100, NCI-H23 94, NCI-H322M 98 and NCI-H226 87.
For CCCCSc1ncnc2[nH]ncc12 the results were NCI-H522 129, NCI-H460 102, IGROV1 105, COLO 205 108, KM12 108, NCI/ADR-RES 101, NCI-H23 101, NCI-H322M 89 and NCI-H226 94.
`Cc1ccc([C@H]2C(C(=O)c3ccc(Cl)cc3)C3(N[C@@H]2c2ccccc2)C(=O)Nc2ccc(Cl)cc23)cc1` (stereo partly drawn) gave NCI-H522 44, NCI-H460 40, IGROV1 51, COLO 205 44, KM12 35, NCI/ADR-RES 55, NCI-H23 53, NCI-H322M 67 and NCI-H226 61.
CC(=O)O[C@@H]1[C@@H](OC(C)=O)[C@H](OC(C)=O)CO[C@H]1Nc1cccc2ccccc12 was read as NCI-H522 68, NCI-H460 98, IGROV1 98, COLO 205 100, KM12 84, NCI/ADR-RES 96, NCI-H23 95, NCI-H322M 94 and NCI-H226 97.
Screening Cc1cc(=O)oc2cc(OCc3cn(CCNc4nc(-c5ccc(Cl)cc5)cn5ccnc45)nn3)ccc12 returned NCI-H522 50, NCI-H460 99, IGROV1 93, COLO 205 93, KM12 99, NCI/ADR-RES 78, NCI-H23 91, NCI-H322M 82 and NCI-H226 80.
c1ccc2c(OCc3nc4ccccc4[nH]3)cccc2c1 was read as NCI-H522 83, NCI-H460 101, IGROV1 123, COLO 205 103, KM12 92, NCI/ADR-RES 83, NCI-H23 87, NCI-H322M 80 and NCI-H226 84.
For CC(Br)C(=O)C(CCCN(C)C)(c1ccccc1)c1ccccc1 (stereo not drawn) the results were NCI-H522 95, NCI-H460 106, IGROV1 104, COLO 205 102, KM12 99, NCI/ADR-RES 89, NCI-H23 93, NCI-H322M 98 and NCI-H226 91.
`CCCSc1nc(NC2CC2)c(C#N)c(-c2ccc(C(C)C)cc2)n1` gave NCI-H522 78, NCI-H460 108, IGROV1 106, COLO 205 127, KM12 96, NCI/ADR-RES 101, NCI-H23 96, NCI-H322M 115 and NCI-H226 95.
`COc1cc(-c2nc(-c3nnc(-c4ccccc4)o3)c3ccccn23)cc(OC)c1OC` gave NCI-H522 54, NCI-H460 78, IGROV1 111, COLO 205 116, KM12 97, NCI/ADR-RES 66, NCI-H23 91, NCI-H322M 83 and NCI-H226 85.
`O=c1cc(-c2nc3ccc(F)cc3s2)c2cc(Cl)c(Cl)cc2o1` gave NCI-H460 95, IGROV1 87, COLO 205 100, KM12 87, NCI/ADR-RES 97, NCI-H23 87, NCI-H322M 92 and NCI-H226 75.
Screening COc1ccc(/C=C2\CN(Cc3cn(CCCNc4ccnc5cc(Cl)ccc45)nn3)C/C(=C\c3ccc(OC)c(OC)c3)C2=O)cc1OC returned NCI-H522 0.5*, NCI-H460 -5.1*, IGROV1 32, COLO 205 1.9*, KM12 -64*, NCI/ADR-RES 94, NCI-H322M 23 and NCI-H226 -52*.
Screening CCCCCCC(=O)OCC(C)O (stereo not drawn) returned NCI-H522 86, NCI-H460 113, IGROV1 107, COLO 205 106, KM12 103, NCI/ADR-RES 100, NCI-H23 98, NCI-H322M 98 and NCI-H226 89.
CC(=O)C1(O)CCC2C3CCC4CC(=O)CCC4(C)C3C(=O)CC21C (stereo not drawn) was read as NCI-H522 105, NCI-H460 112, IGROV1 110, KM12 110, NCI/ADR-RES 103, NCI-H23 104 and NCI-H322M 103.
Screening CC(=O)c1c(-c2ccccc2C(=O)O)nc2c(-c3nc4ccccc4s3)c(Nc3ccccc3)nn2c1C returned NCI-H522 91, NCI-H460 98, IGROV1 72, COLO 205 110, KM12 90, NCI/ADR-RES 91, NCI-H23 90, NCI-H322M 93 and NCI-H226 86.
`C=CCOC(=O)Nc1cccn([C@H](CC(C)C)C(=O)NCCC(C)C)c1=O` gave NCI-H522 38, NCI-H460 86, IGROV1 85, COLO 205 106, KM12 110, NCI/ADR-RES 54, NCI-H23 58, NCI-H322M 102 and NCI-H226 95.
For COc1ccc(NC(=O)N/N=c2\cc(C)c3ccc(O)cc3o2)cc1 the results were NCI-H522 76, NCI-H460 117, IGROV1 103, COLO 205 119, KM12 99, NCI/ADR-RES 109, NCI-H23 98, NCI-H322M 101 and NCI-H226 101.
`CCOC(=O)C1=C(C(=O)OCC)N(c2ccc(Cl)cc2)C(N)=C(C#N)C1c1cc(=O)[nH]c2ccccc12` (stereo not drawn) gave NCI-H522 92, NCI-H460 101, IGROV1 101, COLO 205 116, KM12 100, NCI/ADR-RES 103, NCI-H23 98, NCI-H322M 102 and NCI-H226 86.
`COc1ccc(-c2nc3c(nc(C)c4ccc(-c5ccccc5)nc43)o2)cc1` gave NCI-H522 89, NCI-H460 103, IGROV1 110, COLO 205 109, KM12 97, NCI/ADR-RES 94, NCI-H23 96, NCI-H322M 102 and NCI-H226 103.
Screening COc1ccc(-c2cs/c(=N\N=C\c3ccc(O)cc3O)n2/N=C/c2ccc(O)cc2O)cc1 returned NCI-H522 -36*, NCI-H460 -10*, IGROV1 -17*, COLO 205 -81*, KM12 -51*, NCI/ADR-RES -12*, NCI-H23 -29*, NCI-H322M 5.4* and NCI-H226 -31*.
Screening O=[N+]([O-])c1ccc(N=Nc2ccc(O)c3c(O)cc(S(=O)(=O)O)cc23)cc1S(=O)(=O)O returned NCI-H460 113, IGROV1 102, COLO 205 111, KM12 102, NCI/ADR-RES 106, NCI-H23 101, NCI-H322M 113 and NCI-H226 100.
`CC(=O)Nc1nnc(SCc2ccccc2)s1` gave NCI-H522 101, NCI-H460 104, IGROV1 98, COLO 205 103, KM12 107, NCI/ADR-RES 105, NCI-H23 97, NCI-H322M 94 and NCI-H226 91.
For COc1cc(-c2noc([C@@H](C)NS(=O)(=O)c3ccc(C)cc3)n2)cc(OC)c1OC the results were NCI-H522 92, NCI-H460 102, IGROV1 99, COLO 205 111, KM12 102, NCI/ADR-RES 102, NCI-H23 95, NCI-H322M 101 and NCI-H226 97.
`COc1cc(-c2nc3sc4c(c3c(=O)[nH]2)CCCCCC4)cc(OC)c1OC` gave NCI-H460 8.9*, IGROV1 35, COLO 205 -24*, KM12 29, NCI/ADR-RES -6.9*, NCI-H23 22, NCI-H322M 39 and NCI-H226 61.
Screening O=C(O[C@H](C(=O)O)[C@H](OC(=O)c1ccccc1)C(=O)O)c1ccccc1 returned NCI-H522 81, NCI-H460 111, IGROV1 108, COLO 205 102, KM12 99, NCI/ADR-RES 96, NCI-H23 105, NCI-H322M 111 and NCI-H226 97.
For Oc1ccc(-c2ccc(Br)cc2)cc1 the results were NCI-H522 86&79, NCI-H460 100&104, IGROV1 95, COLO 205 107&100, KM12 92&96, NCI/ADR-RES 89&107, NCI-H23 90&105, NCI-H322M 79&86 and NCI-H226 97&93.
`N[C@H]1CC[C@@H](C(=O)O)C1` gave NCI-H522 96, NCI-H460 106, IGROV1 102, COLO 205 109, KM12 111, NCI/ADR-RES 98, NCI-H23 99, NCI-H322M 101 and NCI-H226 103.
For ON1CCCC1 the results were NCI-H522 92, NCI-H460 109, IGROV1 108, COLO 205 113, KM12 110, NCI/ADR-RES 102, NCI-H23 108, NCI-H322M 108 and NCI-H226 103.

Entries shown so far that have an aryl thioether with sulfur outside any ring (3):
For CCCCSc1ncnc2[nH]ncc12 the results were NCI-H522 129, NCI-H460 102, IGROV1 105, COLO 205 108, KM12 108, NCI/ADR-RES 101, NCI-H23 101, NCI-H322M 89 and NCI-H226 94.
`CCCSc1nc(NC2CC2)c(C#N)c(-c2ccc(C(C)C)cc2)n1` gave NCI-H522 78, NCI-H460 108, IGROV1 106, COLO 205 127, KM12 96, NCI/ADR-RES 101, NCI-H23 96, NCI-H322M 115 and NCI-H226 95.
`CC(=O)Nc1nnc(SCc2ccccc2)s1` gave NCI-H522 101, NCI-H460 104, IGROV1 98, COLO 205 103, KM12 107, NCI/ADR-RES 105, NCI-H23 97, NCI-H322M 94 and NCI-H226 91.

The results go on.
For Cn1cnc([N+](=O)[O-])c1N1c2ccncc2Sc2ccncc21 the results were NCI-H522 73, NCI-H460 106, COLO 205 90, KM12 103, NCI/ADR-RES 97, NCI-H23 91, NCI-H322M 110 and NCI-H226 82.
`C=C(CCC(=O)O)C(=O)O` gave NCI-H522 92, NCI-H460 104, IGROV1 108, COLO 205 96, KM12 102, NCI/ADR-RES 93, NCI-H23 94, NCI-H322M 106 and NCI-H226 98.
`C[N+]1(CCC[N+]2(C)C[C@@H]3[C@H](C2)[C@@H]2C=C[C@H]3C2)CCOCC1` (stereo partly drawn) gave NCI-H522 106, NCI-H460 116, IGROV1 103, COLO 205 104, KM12 108, NCI/ADR-RES 107, NCI-H23 105, NCI-H322M 106 and NCI-H226 110.
Screening COc1cc(C2C(C(=O)OCc3ccccc3)=C(C)NC(C)=C2C(=O)OCc2ccccc2)cc(OC)c1OC returned NCI-H522 25, NCI-H460 26, IGROV1 39, COLO 205 -48*, KM12 19, NCI/ADR-RES 26, NCI-H23 29, NCI-H322M 58 and NCI-H226 32.
Screening Clc1ccc(Nc2n[nH]c(-c3ccccc3)n2)cc1 returned NCI-H522 91, NCI-H460 101, IGROV1 90, COLO 205 113, KM12 101, NCI/ADR-RES 103, NCI-H23 92, NCI-H322M 92 and NCI-H226 102.
Screening O=C1CCN(CCCN2CCC(=O)N(Cc3ccccc3)C2=S)C(=S)N1Cc1ccccc1 returned NCI-H522 82, NCI-H460 103, IGROV1 108, COLO 205 99, KM12 97, NCI/ADR-RES 88, NCI-H23 88, NCI-H322M 100 and NCI-H226 95.
O=C1CCC23OC=CC2C2(Nc4ccccc4NC2=O)c2cc(Cl)ccc2N13 (stereo not drawn) was read as NCI-H522 83, NCI-H460 111, IGROV1 96, COLO 205 113, KM12 102, NCI/ADR-RES 102, NCI-H23 101, NCI-H322M 95 and NCI-H226 111.
Screening COc1ccc(-c2nn(-c3ccccc3)cc2/C=C/C(=O)OCc2cn(-c3ccc(F)c(Cl)c3)nn2)cc1 returned NCI-H522 65, NCI-H460 97, IGROV1 86, COLO 205 104, KM12 94, NCI/ADR-RES 74, NCI-H23 73, NCI-H322M 92 and NCI-H226 80.
For CC(=O)c1ccc(Nc2nc(NCCO)nc(Nc3ccc(Cl)cc3)n2)cc1 the results were NCI-H522 81, NCI-H460 94, IGROV1 99, KM12 91, NCI/ADR-RES 92, NCI-H23 99 and NCI-H322M 97.
Screening COc1ccc(-c2c[nH]c(C(=O)NCCCO)c2-c2cc(OC)c3c(c2OC)OCO3)cc1 returned NCI-H522 95, NCI-H460 102, IGROV1 94, COLO 205 105, KM12 109, NCI/ADR-RES 97, NCI-H23 99, NCI-H322M 90 and NCI-H226 92.
